# Shiga inhibitor – inhibitors of Shiga toxin in Vero cells; AID 2315; 290,000 tested, 9.2% active; Vero cells, Shiga toxin protein synthesis inhibition reporter; inhibition, % at 38.7 µM; in the data active = inhibition mostly above about 28%, no sharp cut-off; inactive = mostly below about 43%; also: 0% is about no effect
# AmpC inh no detg – inhibitors of E. coli AmpC beta-lactamase without detergent | 330,000 tested, 0.52% active | AmpC nitrocefin hydrolysis, absorbance 480 nm, 0.0001% Triton | Potency, µM (doses to about 57.1 µM), for the others: top-dose activity change, negative = inhibition, hits mostly inhibitors | AID 485341 | P00811;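 also: potency is read from the fitted curve at half-maximal effect; plate controls were no compound for no effect and no enzyme for full effect; nearly all actives have a fitted effect of over 20% in size; some results filed as inactive show a strong effect at the top dose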
# Target sequence (P00811 whole entry, looked up): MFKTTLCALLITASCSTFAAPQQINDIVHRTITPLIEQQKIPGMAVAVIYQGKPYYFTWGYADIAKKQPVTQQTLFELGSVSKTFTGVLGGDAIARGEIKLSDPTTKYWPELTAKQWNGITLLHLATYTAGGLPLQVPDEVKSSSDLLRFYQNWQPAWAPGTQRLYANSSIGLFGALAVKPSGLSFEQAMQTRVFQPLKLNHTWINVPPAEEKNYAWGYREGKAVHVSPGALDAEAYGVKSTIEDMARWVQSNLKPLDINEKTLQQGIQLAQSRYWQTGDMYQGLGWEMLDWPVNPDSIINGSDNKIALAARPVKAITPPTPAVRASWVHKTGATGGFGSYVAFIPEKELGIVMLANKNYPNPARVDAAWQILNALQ
#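 20 mM phosphate pH 7.0 + 0.01% (detergent screen) or 0.0001% Triton X-100; 5.3 nM AmpC reagent; cpd preinc 15 min RT; nitrocefin (800 uM stock) to start; A480 q20 s × 4 min; Activity was normalised to no-enzyme and no-compound control wells.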
# HCMV antiviral – human cytomegalovirus inhibition | AID 1259415 | HFF cells, HCMV-luciferase reporter, 72 h; active compounds read low | activity change, negative = inhibition, % at 57.5 µM | 410,000 tested, 4.5% active; in the data active = activity change below about -60%; inconclusive = no clear call, values can overlap the other calls; inactive = above about -39%; also: % is scaled to controls: 0 for no effect and ±100 for the full control effect
#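 After 16 h attachment at 37C, HFF cells received test compound and HCMV-luciferase (1 PFU/cell); reporter luminescence read 72 h later, data normalized against buffer-only and known inhibitor Salinomycin.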
# AMA1 RON2 block – AMA1-RON2 (P. falciparum) interaction inhibition. AlphaScreen AMA1-biotinylated RON2 peptide binding. Potency, µM (top dose mostly 58.2 µM), for the others: at the top dose activity change, negative = inhibition, most hits filed as inhibitors. 360,000 tested, 0.2% active;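 also: potency is read from the fitted curve at half-maximal effect; 0% = vehicle wells and -100% = peptide control; nearly all actives have a fitted effect of over 45% in size; some results filed as inactive show a strong effect at the top dose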
#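 AMA1 (3D7) with his tag at 25 nM final met compounds first, then biotinylated RON2 peptide at 25 nM; detection used donor plus acceptor beads, 10 µg/mL apiece, read by AlphaScreen after 30 min at room temperature.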
# Cycloheximide cs – counter-screen for Shiga toxin inhibitors: cycloheximide protein synthesis inhibition. cell reporter, cycloheximide protein synthesis inhibition counterscreen. max response, %. 300,000 tested, 12% active. AID 2314; in the data active = max response mostly above about 13%, no sharp cut-off; inactive = mostly below about 14%; also: read at 38.3 µM for the half of the compounds with a filed dose; 0% is about no effect
# AmpC detergent – AmpC beta-lactamase inhibition with detergent present; P00811; AmpC hydrolysis of nitrocefin, absorbance 480 nm, 0.01% Triton; Potency, µM (top dose mostly 114 µM), inactives show top-dose activity change, negative = inhibition, actives largely listed as inhibitors; 370,000 tested, 0.041% active; AID 485294;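 also: potency is read from the fitted curve at half-maximal effect; 0% = no-compound wells and -100% = no-enzyme wells; nearly all actives have a fitted effect of over 25% in size; some results filed as inactive show a strong effect at the top dose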
#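 AmpC (5.3 nM in the dispensed reagent) in 20 mM phosphate pH 7.0 with 0.01% (detergent screen) or 0.0001% Triton X-100 was preincubated with compounds for 15 min at room temperature. Nitrocefin was then added from an 800 uM solution, and hydrolysis was followed at 480 nm.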
# FBPA Giardia inh – Giardia lamblia aldolase inhibition; A8B2U2; purified Giardia FBPA; Potency, µM (series often up to 59.6 µM), inactives show at the highest dose activity, negative = inhibition, actives largely listed as inhibitors; 290,000 tested, 0.71% active; AID 2451; also: potency is read from the fitted curve at half-maximal effect; % is scaled to controls: 0 for no effect and ±100 for the full control effect; nearly all actives have a fitted effect of over 55% in size
# Target sequence (A8B2U2 whole entry, looked up): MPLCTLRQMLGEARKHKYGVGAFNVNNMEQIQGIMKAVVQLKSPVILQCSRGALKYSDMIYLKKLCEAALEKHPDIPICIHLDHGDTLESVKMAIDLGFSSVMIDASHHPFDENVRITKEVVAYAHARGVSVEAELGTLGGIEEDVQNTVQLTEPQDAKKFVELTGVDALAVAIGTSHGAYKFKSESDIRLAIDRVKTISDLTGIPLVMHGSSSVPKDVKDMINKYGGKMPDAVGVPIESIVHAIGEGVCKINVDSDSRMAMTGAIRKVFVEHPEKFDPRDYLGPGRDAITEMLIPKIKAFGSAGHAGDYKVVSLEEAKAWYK
#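 40 nM FBPA preincubated 10 min at RT with compound (up to 57.5 uM final), then substrate plus GAPDH/TPI/NAD/arsenate coupling and diaphorase/resazurin added. Fluorescence read after 20 min at RT, 525/598 nm.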
# An asterisk follows results filed as active; ? = inconclusive; nt = no result given; [ ] = remark or other dose. Unless noted, calls follow the shape of the dose curve; as a rule, active = well fitted curve in the direction sought with a large enough effect; inconclusive = small, poorly fitted or top-dose-only effect, or another doubt; inactive = no such curve, though single readings can be large; an effect the other way counts as inactive or inconclusive. Outcome played no part in choosing rows. About 16% of those tested had a hit in this group.
# Sequence of screens: Shiga inhibitor, AmpC inh no detg, HCMV antiviral, AMA1 RON2 block, Cycloheximide cs, AmpC detergent, FBPA Giardia inh
CCN1CCCC1CNC(=O)C(=O)Nc1ccccc1 (stereo not given)
→ 86*, -27%, 49, -1%, 29*, 0%, -5%
COc1cccc(-c2nnc(-c3ccc(C(F)(F)F)cc3)o2)c1OC
→ 26, 36%, 38, 3%, 21*, ?, -4%
O=S(=O)(c1ccc2nc(COc3ccccc3)[nH]c2c1)N1CCOCC1
→ 11, -30%, 1, -8%, -2, -13%, -11%
CN(C)[C@@H]1C(=O)C(C(N)=O)=C(O)[C@@]2(O)C(=O)C3=C(O)c4c(O)ccc(Cl)c4[C@@](C)(O)C3C[C@@H]12 (stereo not given in full)
→ -2, -26%, 57, -20%, 3, ?, -19%
Cc1ccccc1CN1CCN(CC(=O)NCc2ccc3c(c2)OCO3)C1=O
→ -15, 9%, 21, 3%, 11, -17%, 0%
Cn1ncc(Cl)c1C(=O)NC1CCCC1
→ -5, -7%, 20, -13%, -4, 0%, 0%
CCc1nnc(NC(=O)CSc2nc3ccccc3o2)s1
→ 18, -5%, 12, 37%[activator], 8, 0%, -2%
CC(NC(=O)Cn1cnc([N+](=O)[O-])n1)c1ccccc1 (stereo not given)
→ -11, -7%, 80, 4%, -3, -1%, -3%
CC(=O)c1ccccc1OCC(O)CN1CCN(C(c2ccccc2)c2ccccc2)CC1 (stereo not given)
→ -7, 42%, -16, -11%, 4, 1%, -12%
CCCCNc1oc(-c2ccc(OC)cc2)nc1S(=O)(=O)c1ccccc1
→ 7, -5%, -30, -14%, 11, 0%, -8%
O=C(Cn1cnc2ccccc21)Nc1ccc(SC(F)F)cc1
→ 16, -18%[11.4 µM], -10, 2%, 11, -14%, -1%
COC(=O)C1=C(C)NC(C)=C(C(=O)OC)C1c1ccc2ccccc2n1
→ -11, -17%, 63, -4%, -2, 2%, 18%
CN(C)c1ccc(/C=N/NC(=O)CNC(=O)/C=C/c2ccccc2)cc1
→ 30*, -21%, -23, -9%, 30*, 8%, nt
CCCCN(CC)Cc1ccc(CNC(=O)Nc2ccc(OCC)cc2)o1
→ -17, 4%, -10, -1%, 1, -1%, 7%
O=C1CC(C(=O)N(CC2CCCO2)C(C(=O)NC2CCCCC2)c2ccncc2)CS1 (stereo not given)
→ 11, -5%, -13, -5%, -3, 2%, -2%
COc1ccc(CC(=O)Nc2ccc3c(C(F)(F)F)cc(=O)oc3c2)cc1OC
→ -16, 4%, -28, -23%, -1, -10%, 0%
O=C(/C=C/c1ccc2c(c1)OCO2)NC1CCCC1
→ nt, -26%, 26, 0%, 27*, -15%, 5%
CCNC(=O)CCc1nc(-c2ccc(C)cc2)no1
→ 34, -4%, -19, -9%, 19*, 3%, 3%
O=C(O)c1ccc(S(=O)(=O)c2ccc3c(c2)C(=O)N(NC(=O)c2ccc(O)cc2)C3=O)cc1
→ 48, -32%, -32, 16%, 11, 3%, ?
CCCCc1ccc(N=N/C(C(=O)Nc2cc(OC)c(NC(C)=O)cc2OC)=C(/C)O)cc1
→ -9, -18%, 30, -11%[2.32 µM], -2, -18%, -1%
O=C(NC1CCCCC1)C(c1ccncc1)N(CC1CCCO1)C(=O)C(F)(F)F (stereo not given)
→ -2, 11%, 5, 0%, 1, -4%, -2%
Cc1ccc(NC(=S)c2ccc(N(C)C)cc2)cc1
→ 78*, -23%, 13, -1%, 53*, -17%, 0%
O=S(=O)(NCc1ccncc1)c1ccc(S(=O)(=O)NCC2CCCO2)cc1 (stereo not given)
→ 7, -17%, -39, 14%, -5, ?, -1%
CCN(C(=O)c1nn(-c2ccc(OC)cc2)c(=O)c2c1c1ccccc1n2C)c1ccc(OC)cc1
→ -2, 0%, 10, 18%, -2, ?, ?
COc1cc2[nH]c(=O)n(Cc3ccc(C(=O)NC4CCN(Cc5ccccc5)CC4)cc3)c(=O)c2cc1OC
→ -5, 1%, -17, -4%, 2, 2%, 2%
COC(=O)c1c(N)n(Cc2ccc(OC)cc2)c2nc3ccccc3nc12
→ -8, 126%[activator], 66, 40%[activator], -2, 5%, -6%
CCOC(=O)c1c(C)c(C(=O)Nc2ccccc2)c(C)n1CC
→ 32*, -6%, -29, -7%, 24*, -4%, -4%
COC(=O)C1=C(c2ccc(OC)c(OC)c2)C[C@@H]2CC[C@H]1N2C(=O)NCCNC(C)=O
→ nt, -4%, 10, 1%, nt, -5%, nt
COc1ccc(CN=Cc2c(C(F)(F)F)[nH][nH]c2=O)cc1
→ 2, -7%, -29, 2%, 2, 1%, -1%
CN(C)S(=O)(=O)c1cccc(NC(=O)c2cncc(Br)c2)c1
→ 17, -22%, -22, -2%, 8, -12%, -10%
O=C(/C=C/C(=O)NCc1cccs1)NCc1cccs1
→ -4, -7%, 15, 4%, -3, 3%, 0%
O=C(CCN1C(=O)c2ccccc2S1(=O)=O)Nc1cc(Cl)ccc1Cl
→ nt, -15%, -30, 14%, nt, -1%, nt
Cc1ccc(Nc2nc(N)nc(CN3CCN(c4ccccc4)CC3)n2)cc1Cl
→ -8, 55%, 2, -9%, 1, ?, 4%
Cc1cc(C(=O)NNC(=O)c2ccccc2F)c2ccccc2n1
→ nt, -11%, -10, 2%, nt, 4%, nt
Cc1cn(C2CC(OC(=O)C(C)C)C(CO)O2)c(=O)[nH]c1=O (stereo not given)
→ nt, -10%, -5, 6%, nt, -2%, nt
COC(=O)C(O)(c1ccc(NC(=S)NC(=O)c2ccc(Cl)cc2Cl)c(C)c1)C(F)(F)F (stereo not given)
→ 12, 5%, 41, 52%[activator], 2, -3%, -10%
COCCCNC(=O)CN(c1cccc(Cl)c1C)S(C)(=O)=O
→ 6, -5%, 45, 16%, 4, -9%, 2%
C[C@H]1[C@H](C)CC[C@]2(C(=O)O)CC[C@]3(C)C(=CC[C@@H]4[C@@]5(C)CC[C@H](O)C(C)(C)[C@@H]5CC[C@]43C)[C@H]12
→ -9, -22%, -13, 6%, -4, -1%, 10%
Cc1ccc(NC(=O)NC(=S)NC(=O)c2ccccc2)cc1
→ 88*, -49%, 65, 90%[activator], 48*, -5%, ?
Cc1ccc(SCC(=O)NC(=O)Nc2ccc3c(c2)OCCO3)cc1C
→ -1, -53%, -33, 0%[11.6 µM], -5, 1%, -1%

# Some of the entries so far, with each value named:
O=C(/C=C/C(=O)NCc1cccs1)NCc1cccs1
  Shiga inhibitor: -4	AmpC inh no detg: -7%	HCMV antiviral: 15	AMA1 RON2 block: 4%	Cycloheximide cs: -3	AmpC detergent: 3%	FBPA Giardia inh: 0%

COc1cc2[nH]c(=O)n(Cc3ccc(C(=O)NC4CCN(Cc5ccccc5)CC4)cc3)c(=O)c2cc1OC
  Shiga inhibitor: -5	AmpC inh no detg: 1%	HCMV antiviral: -17	AMA1 RON2 block: -4%	Cycloheximide cs: 2	AmpC detergent: 2%	FBPA Giardia inh: 2%

O=C(CCN1C(=O)c2ccccc2S1(=O)=O)Nc1cc(Cl)ccc1Cl
  Shiga inhibitor: nt	AmpC inh no detg: -15%	HCMV antiviral: -30	AMA1 RON2 block: 14%	Cycloheximide cs: nt	AmpC detergent: -1%	FBPA Giardia inh: nt

# Later entries
# Sequence of screens: Shiga inhibitor, AmpC inh no detg, HCMV antiviral, AMA1 RON2 block, Cycloheximide cs, AmpC detergent, FBPA Giardia inh
COc1cc(-c2noc(C)c2C#Cc2nccn2C)cc(OC)c1OC
→ -2, 173%[activator], 20, -8%, -1, -12%, 1%
N#CC1(NC(=O)Cn2cc(C(F)(F)F)ccc2=O)CCCC1
→ nt, -2%, 0, -8%, nt, -11%, nt
O=C(C1CC(=O)N(c2ccccc2)C1)N1CCN(c2ccccc2F)CC1 (stereo not given)
→ -6, 31%, nt, 19%, -2, 4%, nt
CCOC(=O)Cn1c(=NC(=O)c2ccc([N+](=O)[O-])s2)sc2ccccc21
→ -10, -19%, 28, -11%[2.32 µM], -1, -17%, 1%
Cc1ccc2nc(NCC(=O)O)nc(-c3ccccc3)c2c1
→ -16, -10%, -1, 44%[activator], -1, -13%, 15%
CCn1c(SCC(=O)c2ccccc2)nnc1-c1cnccn1
→ 107*, -11%, 16, 8%, 52*, -5%, ?
O=C(CSc1n[nH]c(-c2ccccn2)n1)Nc1ccc(F)cc1
→ -7, -29%, ?, -87%, -1, ?, ?
O=C(c1cc(COc2ccc(F)cc2F)on1)N1CC[C@@H]2CCCC[C@H]2C1
→ -10, -2%, -24, 25%, -1, 1%, 1%
NS(=O)(=O)c1ccc(NC(=O)CSc2nc(Nc3ccccc3)nc(N3CCOCC3)n2)cc1
→ -5, ?, -34, -18%, 1, -4%, nt
Cc1c(CCOC(=O)C23CC4CC(CC(C4)C2)C3)sc[n+]1Cc1ccccc1
→ -2, 40%, -12, 8%, 1, -14%, 1%
Cc1ccccc1CS(=O)(=O)CC(O)CN1CCCC1=O (stereo not given)
→ -3, -5%, 4, 3%, -1, -12%, 9%
COC(C[C@H](O)C[C@@H](O)[C@@H](C)OCc1ccccc1)OC
→ -2, -10%, 13, -4%, 1, -1%, 2%
Cc1nnc(NC(=O)CN2C(=O)c3ccccc3S2(=O)=O)s1
→ -27, -5%, 11, 22%, -4, 2%, -9%
CC(C)(CCO)Nc1ncnc2onc(-c3ccc(F)cc3)c12
→ 33, -9%, -64*, 0%, 1, -2%, 24%
COc1ccc(CNC(=O)C2CCCN2CCc2ccccc2)cc1OC (stereo not given)
→ -12, 44%, -19, 6%, 4, 4%, 8%
COc1cc(Cl)c(C)cc1NC(=O)CSc1ccc(NC(C)=O)cc1
→ -8, 16%, -14, 8%, -2, -7%, -1%
O=C1C=C(c2cc3ccccc3o2)C[C@@H](c2ccc(F)cc2)C1
→ nt, -22%, -12, 20%, nt, -7%, nt
CCc1cc(=O)oc2cc(OCC(=O)N3CCc4ccccc43)ccc12
→ -11, -21%, nt, nt, -1, -21%, 3%
O=C(CN1CCOCC1)NNC(=S)Nc1ccccc1
→ 2, -10%, 2, 54%[activator], 1, 6%, -13%
CCOc1ccc(C(=O)NC(=S)Nc2cccc(NC(=O)c3ccco3)c2)cc1[N+](=O)[O-]
→ 12, -34%, -37, 25%, 7, ?, 1%

# In another format: three of the compounds above.
> Cc1nnc(NC(=O)CN2C(=O)c3ccccc3S2(=O)=O)s1
  Shiga inhibitor: -27	AmpC inh no detg: -5%	HCMV antiviral: 11	AMA1 RON2 block: 22%	Cycloheximide cs: -4	AmpC detergent: 2%	FBPA Giardia inh: -9%

> CCn1c(SCC(=O)c2ccccc2)nnc1-c1cnccn1
  Shiga inhibitor: 107*	AmpC inh no detg: -11%	HCMV antiviral: 16	AMA1 RON2 block: 8%	Cycloheximide cs: 52*	AmpC detergent: -5%	FBPA Giardia inh: ?

> COc1ccc(CNC(=O)C2CCCN2CCc2ccccc2)cc1OC (stereo not given)
  Shiga inhibitor: -12	AmpC inh no detg: 44%	HCMV antiviral: -19	AMA1 RON2 block: 6%	Cycloheximide cs: 4	AmpC detergent: 4%	FBPA Giardia inh: 8%

# Compound activity deposited in PubChem BioAssay by National Center for Advancing Translational Sciences (NCATS).
